DENV2 CPE rescue = inhibitors of DENV2 cytopathic effect; AID 651640; CPE inhibition, % at 9.99 µM; 1.7% of 350,000 active; DENV2-infected cells, cytopathic effect rescue, plate reader; in the data active = CPE inhibition above about 20%, passing the limit was not always enough; inconclusive = no clear call, values can overlap the other calls; tested in BHK-21 cells;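 note: 0% = median of neutral control wells and 100% = median of positive control wells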
Statin myotox sup = suppressors of simvastatin-induced myotoxicity in C2C12 myotubes; ATP luminescence, 48 h; scaled: DMSO 0, geranylgeraniol control 100; rescue of ATP level, % at 7.49 µM; 0.78% of 330,000 active; AID 602340;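 active = mean ATP rescue above about 67%, or every replicate alone reaching that limit, limit read from the data, passing the limit was not always enough; inconclusive = no clear call, values can overlap the other calls; inactive = mean under the limit and some replicate under it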;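 note: myotubes were challenged with 10 µM simvastatin during compound exposure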
PglD inh = blocks C. jejuni PglD acetyltransferase activity; AID 602405; inhibition, % at 12.5 µM; 0.098% of 360,000 active; purified PglD enzyme, DTNB colorimetric CoA detection; in the data active = inhibition above about 16%, passing the limit was not always enough; inconclusive = no clear call, values can overlap the other calls; note: strong numbers were not always called active
S100A4 MyoIIA = S100A4-myosin IIA interaction inhibition; 0.14% of 360,000 active; P26447; inhibition, % at 10.7 µM; AID 652163; S100A4/TAMRA-MyoIIA peptide fluorescence polarization;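 active = mean inhibition of at least 70% across replicates, with every replicate also reaching that level; inconclusive = mean inhibition reaches 70% but some replicates fall short; inactive = mean inhibition below 70%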
Target sequence (P26447 whole entry, looked up): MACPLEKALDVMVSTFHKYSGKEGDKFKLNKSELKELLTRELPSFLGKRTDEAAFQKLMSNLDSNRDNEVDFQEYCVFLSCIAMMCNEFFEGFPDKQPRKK
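Material: S100A4 monomer (human). Medium: Calcium-containing HEPES buffer, pH 7.2. Probe or stimulus: labelled myosin peptide probe, 5 nM. Compound dosing: one concentration per compound. Timing: polarization read 5 min after assay mix addition, stable 5–60 min. Benchmarks: DMSO as neutral control, TFP as positive control.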
SIRT5 inh = sirtuin-5 (human) deacylase inhibition; 1.1% of 330,000 active; inhibition, % at 15 µM; Purified SirT5, succinyl-peptide AMC, trypsin-coupled fluorescence; AID 652115; in the data active = inhibition above about 15%; inconclusive = no clear call, values can overlap the other calls
Target sequence (Q9NXA8 whole entry, looked up): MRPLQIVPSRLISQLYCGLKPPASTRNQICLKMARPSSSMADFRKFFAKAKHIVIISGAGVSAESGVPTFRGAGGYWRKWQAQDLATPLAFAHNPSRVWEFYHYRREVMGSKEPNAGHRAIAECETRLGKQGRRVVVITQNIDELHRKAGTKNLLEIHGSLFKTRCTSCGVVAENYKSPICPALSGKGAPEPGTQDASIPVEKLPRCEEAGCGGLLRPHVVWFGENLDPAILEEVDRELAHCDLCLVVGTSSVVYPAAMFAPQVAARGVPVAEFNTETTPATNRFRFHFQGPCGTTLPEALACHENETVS
ERp5 block = ERp5 (human) disulfide isomerase inhibition | Q15084 | ERp5 insulin aggregation, absorbance 650 nm, 90 min | inhibition, % at 9.99 µM | 0.05% of 350,000 active | AID 651711;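 active = mean replicate inhibition above about 25%, with every replicate also reaching it, limit read from the data, passing the limit was not always enough; inconclusive = only one of those two criteria met; inactive = neither criterion met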
Target sequence (Q15084 whole entry, looked up): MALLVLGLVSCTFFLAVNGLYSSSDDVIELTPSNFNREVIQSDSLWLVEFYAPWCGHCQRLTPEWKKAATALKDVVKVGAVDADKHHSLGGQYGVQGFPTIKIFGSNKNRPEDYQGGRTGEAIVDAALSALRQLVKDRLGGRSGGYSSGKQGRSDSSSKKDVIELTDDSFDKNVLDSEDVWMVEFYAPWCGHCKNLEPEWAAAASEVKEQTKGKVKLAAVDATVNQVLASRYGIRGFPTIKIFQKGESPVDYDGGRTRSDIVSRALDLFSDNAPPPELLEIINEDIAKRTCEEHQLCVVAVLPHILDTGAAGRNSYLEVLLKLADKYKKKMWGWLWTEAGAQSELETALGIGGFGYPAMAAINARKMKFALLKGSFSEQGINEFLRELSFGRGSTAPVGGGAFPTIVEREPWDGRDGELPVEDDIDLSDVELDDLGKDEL
E-selectin induc = induces E-selectin expression in human endothelial cells | P16581 | AID 686992 | activation, % at 7.58 µM | 0.37% of 260,000 active | HUVEC E-selectin immunofluorescence imaging; normalized: neutral wells 0, TNF-alpha wells 100;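 active = mean E-selectin-positive cell signal at least 10% of the positive control, reached in at least 60% of replicates, without over 20% cell loss; inconclusive = no rule given, readout overlaps actives, possibly toxicity-flagged; inactive = the rest, including those meeting only one limit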;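 note: in these data hits start at about 27%; measured in HUVEC primary endothelial cells; signal is the percent of cells scored E-selectin positive by PE staining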
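System: HUVEC / Compound: single concentration / Signal: immunofluorescence imaging / Read-out: percent E-selectin-positive cells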
* marks the source's active call; other numbers are inactive results; ? = inconclusive; nt = not tested or not shown; & = joins results of further samples. Not all compounds are listed; count on the stated rates, not on these rows.

SMILES | DENV2 CPE rescue | Statin myotox sup | PglD inh | S100A4 MyoIIA | SIRT5 inh | ERp5 block | E-selectin induc
Cc1c(Cl)cccc1NC(=O)CNC(=O)CCCc1nc2ccccc2c(=O)[nH]1 | 2 | nt | nt | 0 | -3 | -5 | 1.7
[2H]C(CCOS(N)(=O)=O)c1ccccc1 (centres undefined) | 4 | 2 | 7 | 1 | nt | -2 | 0.0
CN(C)c1ccc(C=NNC(=S)Nc2ccc(F)cc2)cc1 | -1 | -1 | 10 | -3 | nt | 13 | 0.4
CCCN(CC1CC1)C(=O)COC(=O)c1oc2c(F)cccc2c1C | -2 | 4 | -3 | -5 | -3 | -2 | -0.3
CC(=O)c1c(C)n(-c2ccccc2)c2ccc(OCC(O)CN3CCOCC3)cc12 (centres undefined) | -3 | -2 | nt | 1 | 3 | -5 | nt
Cc1n[nH]c(C)c1CCC(=O)N/N=C/c1cccs1 | -5 | nt | 7 | -2 | 5 | 0 | nt
O=C(NCCNC(=O)Nc1ccc(Cl)cc1)Nc1ccc(Cl)cc1 | -8 | nt | nt | 2 | -1 | 7 | 1.5
c1coc(-c2nc3ccccc3nc2-c2ccco2)c1 | 1 | -8 | -2 | 6 | -13 | -3 | nt
Nc1ccc(S(=O)(=O)Nc2nc3ccccc3o2)cc1 | 3 | 7 | 4 | 4 | nt | 2 | nt
Oc1ccccc1/C=N/NC(=S)NC1CC2CCC1C2 (centres undefined) | -4 | 1 | 0 | 5 | -3 | 3 | 0.7
CCC(=O)N(C)C[C@@H]1Oc2ncc(Br)cc2C(=O)N([C@@H](C)CO)C[C@H]1C | 1&1 | 2&14 | 2&-2 | 4&3 | 0&1 | 1&-1 | 2.7&0.4
CCOc1ccc(Br)cc1CNc1ccc2c(c1)OCCO2 | 0 | nt | -2 | -5 | -2 | -1 | 3.2
COc1ccc(S(=O)(=O)CCc2nnc(NC(=O)c3ccc(F)cc3)s2)cc1 | -2 | 1 | 0 | -2 | -3 | 6 | nt
CC(=O)c1ccc(OCc2cc(C(=O)NCC3CCCCO3)no2)cc1 (centres undefined) | -1 | nt | nt | 20 | 6 | -1 | nt
CCNC(=O)C1(C)CCN(Cc2noc(-c3c(C)noc3C)n2)C1 (centres undefined) | 45* | -13 | 2 | 2 | -3 | -8 | 0.2
CN(CC(=O)OCC(=O)NCC(F)(F)F)S(=O)(=O)c1ccc(Cl)cc1 | -6 | -1 | -1 | 2 | -4 | 7 | nt
O=C1Nc2ccccc2-n2nnnc2C1N1CCN(c2ccc(F)cc2)CC1 (centres undefined) | 1 | nt | nt | 0 | -6 | -7 | 4.0
COc1ccccc1NS(=O)(=O)c1ccc(NC(=O)N2CCCCC2)cc1 | -8 | 2 | 0 | -14 | -4 | -5 | 0.0
COc1cc(NC(=O)Cc2ccccc2)ccc1NC(=O)c1ccccc1 | -2 | -9 | 1 | -5 | -1 | 1 | -0.1
CCOC(=O)N1CCC(=NNc2nc3ccccc3s2)CC1 | 0 | nt | -5 | 0 | 14 | 1 | 1.7
Cc1ccc(NC(=O)CSC2=NN3CCCC(=O)N=C3S2)cc1Cl | -3 | -6 | -8 | 1 | -1 | -1 | -0.1
COC(=O)C[C@H]1CC[C@@H]2[C@@H](COc3ccc(NC(=O)c4cscn4)cc3C(=O)N2C)O1 | 0 | 6 | -1 | -2 | -2 | 6 | 0.0
COc1ccc(-c2ccc3n(c2=O)C[C@H]2[C@H](CO)[C@@H](C(=O)N4CCCCC4)[C@@H]3N2C)cc1 | -6 | 10 | 0 | -7 | -54 | -3 | 0.0
O=C(Cc1ccccc1)N1C[C@H]2[C@@H](c3ccccc31)[C@@H](CO)N2C(=O)Cc1ccccc1 | ? | -13 | -1 | 2 | 5 | -7 | -0.1
Cc1cccc(C)c1NC(=O)c1cc(S(=O)(=O)N2CCc3ccccc32)cn1C | 0 | -3 | -1 | -3 | -6 | 9 | -0.1
Clc1ccc(-c2nc(-c3cc4cc(Cl)ccc4o3)cs2)cc1 | 2 | nt | -6 | 2 | 3 | 4 | 0.1
O=C(C[C@@H]1C/C=C\CCC(=O)OC[C@@H]2CCCN2C1=O)NCCO | 7 | 7 | 3 | -8 | nt | -2 | 0.8
O=C(Nc1ccccc1C(=O)N1CCN(c2cccc(Cl)c2)CC1)C1=CSCCO1 | -2 | 5 | 1 | 2 | -2 | 3 | nt
C[C@@H]1CN([C@@H](C)CO)C(=O)c2ccccc2-c2ccccc2CO[C@@H]1CN(C)Cc1ccc(C(=O)O)cc1 | 10 | -6 | -2 | 11 | 0 | -6 | 0.7
COCCN1C=C(C(=O)OC)C(c2ccccc2C(F)(F)F)C(C(=O)OC)=C1 | nt | nt | 3 | -1 | -5 | 0 | nt
Cc1nc2ccccc2nc1N/N=C/c1ccc(O)cc1O | 0 | 6 | nt | 0 | 8 | 6 | 0.1
CN1C(=O)c2cc(NC(=O)C3CCCC3)ccc2OC[C@@H]2O[C@H](CC(=O)O)CC[C@H]21 | -3 | -10 | 4 | 6 | 1 | -7 | 0.0
O=C(O)C[C@H]1C[C@H]2c3cc(NC(=O)CC4CC4)ccc3O[C@H]2[C@H](CO)O1 | -2 | 1 | 4 | -26 | -4 | 2 | -0.1
C[C@@H]1CN([C@H](C)CO)C(=O)c2cc(NC(=O)Nc3ccccc3)ccc2O[C@@H]1CN(C)C(=O)Nc1ccc(F)cc1 | 7 | -8 | 3 | -10 | -3 | 3 | -1.5
COc1ccc(N/C(=C\C(=O)c2ccccc2)c2ccccc2)cc1OC | -11 | nt | nt | -2 | nt | 0 | -0.2
Cc1cc(=O)n(CC(=O)Nc2cc(Cl)ccc2C)c(C(C)C)n1 | 2 | nt | nt | -13 | -3 | 0 | 3.7
O=C(C1CCC1)N1CC2(C1)[C@@H](c1ccccc1)[C@@H](CO)N2C(=O)c1ccccn1 | -2 | nt | nt | 0 | -4 | 0 | 0.0
Cc1ccc(S(=O)(=O)Nc2cccc3c2O[C@@H](CN(C)S(=O)(=O)c2ccc(F)cc2)[C@H](C)CN([C@@H](C)CO)C3=O)cc1 | -6 | -30 | -2 | nt | nt | nt | -0.4
OC1O[C@H](c2ccc3c(c2)OCO3)[C@H]2CO[C@H](c3ccc4c(c3)OCO4)[C@@H]12 (some centres undefined) | -8 | 2 | -3 | -4 | nt | 1 | 0.4
CC1CCc2nn(CC(=O)Nc3c(F)cc(F)cc3Br)cc2C1 (centres undefined) | -4 | 12 | 1 | 1 | 5 | 1 | 0.0
C[C@H](CO)N1C[C@H](C)[C@@H](CN(C)C(=O)c2ccncc2)Oc2cc(-c3cccc(C#N)c3)ccc2S1(=O)=O | -8 | -17 | 1 | 4 | -1 | 8 | 0.4
CCC/C=C/c1ccc(CN2C(CC(C)C)C(=O)N(Cc3cn(CCOCOC)nn3)CCS2(=O)=O)cc1 (centres undefined) | 4 | 1 | -5 | 0 | -5 | -3 | nt
CC(=O)Nc1ccc(C(=O)CN2C(=O)CSC2=O)cc1 | -1 | 4 | -1 | -1 | 0 | 0 | 0.3
CC(C)(C)NC(=O)NC(=O)COC(=O)Cc1ccc(Cl)cc1Cl | 5 | nt | nt | -4 | 4 | 3 | -0.7
COc1ccc(CN(C)C[C@H]2OCCCC[C@@H](C)Oc3ccc(NC(=O)Nc4c(C)noc4C)cc3C(=O)N([C@@H](C)CO)C[C@H]2C)cc1 | 0 | nt | 4 | 1 | 8 | -4 | 0.2
COc1cc(C)ccc1Oc1nc(-c2ccccc2O)nc2ccccc12 | 0 | nt | nt | 3 | -2 | -2 | -0.8
Cc1ccc(S(=O)(=O)NCCn2cnc([N+](=O)[O-])n2)cc1 | 1 | 7 | -1 | -3 | 7 | 5 | nt
O/C(=C\c1nc2ccccc2[nH]1)c1cccs1 | -3 | -2 | nt | 4 | 3 | 0 | nt
COC(=O)C1CCN(S(=O)(=O)c2ccc(Br)s2)CC1 | -3 | -4 | 2 | -4 | -4 | 1 | 0.1
O=C(N[C@@H]1CC[C@H](CCNC(=O)c2ccccc2F)O[C@@H]1CO)c1ccc2c(c1)OCO2 | 16 | 5 | -1 | 0 | -11 | -18 | 0.7
O=C1CCC(C(=O)OCc2ccccc2)N1 (centres undefined) | -4 | 31 | 6 | 7 | 1 | -3 | nt
c1ccc2nc3c(ccc4ccccc43)cc2c1 | -3 | -3 | 6 | -4 | nt | 2 | -0.9
CCOC(=O)c1cc(-c2ccccc2)sc1NC(=O)C(C)OC(=O)c1cccnc1OCC (centres undefined) | -6 | nt | nt | -8 | 0 | 1 | nt
CC1(C(=O)NS(=O)(=O)Cc2ccccc2)CCN1C(=O)c1ccc(C2CCCCC2)cc1 (centres undefined) | -5 | 7 | 2 | 3 | 1 | 4 | -0.1
C=Cn1cc[n+](CC(=O)c2ccc(Cl)cc2)c1 | -7 | 1 | 5 | -9 | -1 | -2 | 0.1
Brc1ccc(COc2cccc3cccnc23)cc1 | 11 | 5 | -5 | -8 | 7 | -3 | 3.5
COc1ccc(S(=O)(=O)Nc2ccc3c(c2)C(=O)N([C@@H](C)CO)C[C@@H](C)[C@H](CN(C)S(=O)(=O)c2ccccc2)OCCCC[C@H](C)O3)cc1 | -16 | nt | nt | -13 | 22* | -7 | 1.1
COc1ccc(-c2nnn(-c3ccc(Cl)cc3Cl)c2N)cc1 | -2 | nt | nt | 6 | 3 | -5 | nt
CC(C)N1CC(C(=O)Nc2ccc(Cl)c(Cl)c2)CC1=O (centres undefined) | -8 | -11 | 3 | -4 | -1 | -2 | -0.2
CC(C)CCn1nnnc1CN1CCN(c2ccccc2)CC1 | -1 | -1 | 5 | -5 | -3 | 0 | nt

Taken from above.
CCOC(=O)c1cc(-c2ccccc2)sc1NC(=O)C(C)OC(=O)c1cccnc1OCC (centres undefined) @ S100A4 MyoIIA = -8
O=C(C[C@@H]1C/C=C\CCC(=O)OC[C@@H]2CCCN2C1=O)NCCO @ ERp5 block = -2

(next part)
SMILES | DENV2 CPE rescue | Statin myotox sup | PglD inh | S100A4 MyoIIA | SIRT5 inh | ERp5 block | E-selectin induc
COc1cccc(Cl)c1NC(=O)N1CCN(c2cc(C)nc3ccccc23)CC1 | -5 | -3 | -16 | -1 | -2 | 6 | 0.0
COc1ccc(C(=O)NCc2ccco2)cc1S(=O)(=O)NC1CC1 | 5 | 5 | nt | -4 | -5 | -22 | nt
Cc1ccc(NC(=O)Cn2ccc(=O)[nH]c2=O)cc1 | 7 | -2 | 1 | 2 | -1 | 3 | 0.2
COc1cc(-n2c(=O)c3ccccc3n(CC(=O)OCc3ccccc3)c2=O)cc(OC)c1OC | 1 | 5 | 2 | 0 | -6 | -1 | -0.4
Cc1cc(C(=O)O)ccc1-c1ccc(/C=C2\NC(=O)N(Cc3ccc(F)cc3)C2=O)o1 | 8 | nt | nt | -2 | 5 | 6 | nt
Cc1cccc(OCc2nc(C#N)c(N3CCCC3)o2)c1 | -3 | nt | nt | -1 | 0 | 2 | 4.2
Cc1ccc(NS(=O)(=O)c2cccs2)cc1S(=O)(=O)N1CCCCCC1 | -1 | nt | nt | -5 | -4 | 10 | nt
Cc1ccc2c(CC(=O)OCC(=O)N(CC(C)C)c3c(N)n(Cc4ccccc4)c(=O)[nH]c3=O)coc2c1 | -1 | nt | nt | -6 | 0 | -1 | nt
COc1ccc(CC2(CO)CCN(S(=O)(=O)N(C)C)CC2)cc1 | -3 | nt | nt | 0 | -6 | -2 | nt
CC(=O)c1cc(C(=O)NC2CCCc3c2cnn3-c2cc(C)cc(C)c2)[nH]n1 (centres undefined) | -1 | -1 | 3 | 1 | 2 | 0 | 0.3
CC1=C(C#N)C(c2ccc3ncccc3c2)C(C#N)=C(C)N1 | -7 | nt | nt | 15 | 8 | 4 | nt

Source: PubChem
